Screens deposited in PubChem by several laboratories.
bCat KO growth = primary screen for growth suppressors in beta-catenin knockout HCT116 cells (colon tumor, human); HCT116 beta-catenin knockout viability, CellTiter-Glo, 60 h; stronger effect = lower value; viability, % at 10 µM; hit rate 1.5% among 140,000; AID 818, 2007;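 active = viability at or under a set limit, the compound median less 4 SD, cut at about 6% in these data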;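 note: 0% = Hyamine 1622 control at 20 µM and 100% = untreated cell control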
Yeast growth inh = growth inhibitors of yeast BB579 in restrictive medium, primary screen, yeast lifespan-shortening project, S. cerevisiae; inhibition, % at 10 µM; AID 804, 2007; hit rate 0.51% among 140,000; OD615, 48 h;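 active = inhibition above a set limit, 3 SD over the mean compound inhibition, cut at about 44% in these data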; note: inactives centre near -24
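Test system: S. cerevisiae DeaD strain BB579 yeast; Medium: restrictive CSMM-D medium; Compound: one dose, 10 µM compound with 0.25% DMSO; Incubation: 4 h cell preincubation, 48 h compound exposure, 30 °C humidified; Signal: OD at 615 nm; Benchmarks: amphotericin B at 10 µg/mL as positive control.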
NPY-Y2 antag = NPY-Y2 receptor antagonists, primary screen, cell-based. Neuropeptide Y receptor type 2 (Homo sapiens), P49146. NPY-Y2 expressing cells, antagonist mode. inhibition, % at 2.7 µM. hit rate 0.99% among 140,000. AID 793, 2007; in the data active = inhibition above about 17%;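 note: 0% = vehicle with agonist challenge and 100% = reference antagonist with challenge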
Target sequence (P49146 whole entry, looked up): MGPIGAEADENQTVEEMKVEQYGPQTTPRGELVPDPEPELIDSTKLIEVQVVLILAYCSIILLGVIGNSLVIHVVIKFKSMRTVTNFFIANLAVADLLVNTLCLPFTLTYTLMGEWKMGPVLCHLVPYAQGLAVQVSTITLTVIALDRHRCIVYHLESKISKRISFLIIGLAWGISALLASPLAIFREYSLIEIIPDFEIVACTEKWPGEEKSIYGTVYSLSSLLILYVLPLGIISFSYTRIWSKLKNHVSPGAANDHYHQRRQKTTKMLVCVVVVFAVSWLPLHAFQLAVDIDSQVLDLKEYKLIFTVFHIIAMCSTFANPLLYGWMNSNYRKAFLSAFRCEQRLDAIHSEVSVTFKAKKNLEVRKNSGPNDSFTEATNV
PTEN del growth = growth suppression of PTEN-null HCT116, primary screen, cell-based, CellTiter-Glo; HCT116 PTEN-null viability, 60 h; stronger effect = lower value; viability, % at 10 µM; hit rate 1.2% among 140,000; AID 827, 2007;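 active = viability at or below a set limit, 4 SD under the median of all tested compounds, cut at about 3.7% in these data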;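 note: PTEN knockout HCT116 line with beta catenin targeted HCT116 as companion control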
Phagocytosis inh = inhibitors of macrophage phagocytosis, primary screen, imaging, J774A.1 cells, IgG beads | J774A.1 macrophage IgG-bead phagocytosis | inhibition, % at 5 µM | hit rate 0.07% among 110,000 | AID 1029, 2008;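 active = inhibition above the mean of the plate negative controls plus 5 SD, cut at about 13% in these data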;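 note: phagocytic index as fraction of beads internalized from green versus red external bead signal; plate controls were DMSO negative control for no effect and cytochalasin-D positive control for full effect; some results beyond the cut were filed as inactive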
Yeast life ext = compounds extending yeast replicative lifespan, primary screen, S. cerevisiae, OD615; inhibition of the nicotinamide effect, % at 10 µM; hit rate 0.68% among 130,000; S. cerevisiae growth with nicotinamide; deaD strain in restrictive glucose medium; AID 775, 2007;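 active = inhibition above a set limit, placed 3 SD over the median of all compounds, cut at about 26% in these data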;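 note: 0% = nicotinamide-treated wells and 100% = cells grown without nicotinamide; some compounds called inactive have numbers as strong as hits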
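Material: Modified budding yeast, DeaD strain | Medium: Restrictive glucose medium | Probe or stimulus: 1.5 mM nicotinamide | Dosing: Single dose 10 µM compound, 0.25% DMSO | Times: 48 h at 30 °C | Technique: OD615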
MRP1 act = H69AR viability gain despite doxorubicin, primary screen, MRP-1 activator project, H69AR cells, CellTiter-Glo. viability rescue. viability increase, % at 10 µM. hit rate 0.61% among 140,000;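 active = viability gain under doxorubicin at or above a set limit, the compound median plus 3 SD, cut at about 4.7% in these data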;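 note: MRP-1 overexpressing cells given doxorubicin 25 µM after compound pretreatment; 18-22 h compound pretreatment then 72 h with doxorubicin before readout; 0% = doxorubicin-only wells and 100% = vehicle-treated cells without doxorubicin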
GALR2 blocker = GALR2 antagonists in receptor-expressing cells, primary screen. Galanin receptor type 2 (Homo sapiens), O43603. AID 828, 2007. inhibition, % at 4 µM. hit rate 0.39% among 140,000. antagonist mode; in the data active = inhibition above about 27%;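 note: cells stimulated with galanin 1-16 at roughly its EC80; 0% = agonist challenge control and 100% = basal control without agonist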
Target sequence (O43603 whole entry, looked up): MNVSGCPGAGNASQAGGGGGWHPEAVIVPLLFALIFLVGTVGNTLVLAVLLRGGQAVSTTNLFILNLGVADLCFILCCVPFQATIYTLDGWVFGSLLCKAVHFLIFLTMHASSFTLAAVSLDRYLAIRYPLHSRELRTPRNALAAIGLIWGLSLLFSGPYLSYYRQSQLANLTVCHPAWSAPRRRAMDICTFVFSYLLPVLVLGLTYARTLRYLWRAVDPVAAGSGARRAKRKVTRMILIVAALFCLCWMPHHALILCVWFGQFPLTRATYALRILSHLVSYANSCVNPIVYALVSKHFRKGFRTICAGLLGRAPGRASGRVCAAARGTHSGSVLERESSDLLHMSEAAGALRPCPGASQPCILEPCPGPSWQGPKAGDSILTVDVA
Measles CPE = compounds protecting cells from measles virus cytopathic effect, primary screen, measles RdRp inhibitor project, single point, MLSMR library, absorbance; Measles virus-infected cells, CPE protection; protection (pct of control), % at 4 µM; hit rate 1.5% among 140,000; in the data active = protection mostly above about 24%, no sharp cut-off; inactive = mostly below about 26%; note: some compounds called inactive have numbers as strong as hits
E-sel TNF inh = E-selectin induction blockers in HUVEC – imaging, immunofluorescence, high content, primary screen; HUVEC TNFa-induced E-selectin immunofluorescence; inhibition, % at 2 µM; hit rate 0.71% among 120,000; AID 1246, 2008;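 active = inhibition above the batch mean plus 3 SD, and confirmed as a hit on visual image review, cut at about 43% in these data; inconclusive = passes the inhibition cutoff but fails visual image review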;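 note: 0% = TNF-stimulated DMSO wells and 100% = unstimulated control wells; not every result past the cut was called active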
* marks the source's active call; other numbers are inactive results; ? = inconclusive; · = no result given.

SMILES	bCat KO growth	Yeast growth inh	NPY-Y2 antag	PTEN del growth	Phagocytosis inh	Yeast life ext	MRP1 act	GALR2 blocker	Measles CPE	E-sel TNF inh
Cc1nn(C)c(C)c1C1C(C#N)=C(N)OC2=C1C(=O)CC(C)(C)C2 (stereo not given)	99	-9	1	92	0	0	-2.1	-7	4	-28
O=C(CCC(=O)OCc1ccc(Cl)cc1)Nc1cccc([N+](=O)[O-])c1	95	-1	6	92	-2	-31	-1.0	0	14	-29
Cc1nc(SCC(=O)c2ccc(F)cc2)c([N+](=O)[O-])[nH]1	95	16	1	85	2	-16	-4.7	12	4	-13
CC1=C(C(=O)NCc2ccc3c(c2)OCO3)C2(CCC(C)CC2)OC1=O (stereo not given)	90	-38	-2	107	0	-6	-0.3	-2	13	-12
CCCCC1CC(C)(C(=O)CSc2nc3ccccc3s2)OC1=O (stereo not given)	91	-8	9	92	0	0	-1.4	-9	1	13
C=CCc1cccc2cc(C(=O)N3CCN(C(=O)OCC)CC3)c(=O)oc12	96	9	3	101	-2	-11	-1.1	-7	19	-3
c1ccc(CNC2=NCCCC2)cc1	87	-8	2	96	-4	13	-2.0	0	20	-1
O=C(NC1CC1)C1=COCCO1	97	-25	0	95	0	-3	-0.4	-7	18	2
CCCCC(CC)C(=O)Nc1ccccc1C(=O)NC(C)C (stereo not given)	74	-30	2	89	-2	-11	-0.6	-4	8	-17
O=C(/C=C/c1c(F)cccc1Cl)Nc1ncccn1	85	-35	1	86	-5	-4	-2.6	7	12	·
COC1(c2cc(-c3ccccc3)nc(N)n2)CCCCC1	99	-9	5	90	2	-7	-0.2	4	22	·
COc1ccccc1Nc1nc2nonc2nc1N1CCCCC1C (stereo not given)	63	-14	19*	64	-5	0	-2.7	0	9	7

Single entries from the list:
Entry of `COC1(c2cc(-c3ccccc3)nc(N)n2)CCCCC1` in bCat KO growth: 99
Entry of `CCCCC1CC(C)(C(=O)CSc2nc3ccccc3s2)OC1=O` (stereo not given) in Phagocytosis inh: 0

Additional entries follow.
SMILES	bCat KO growth	Yeast growth inh	NPY-Y2 antag	PTEN del growth	Phagocytosis inh	Yeast life ext	MRP1 act	GALR2 blocker	Measles CPE	E-sel TNF inh
O=C(NC1=NCCS1)[C@H](Cc1ccccc1)N1C(=O)c2ccccc2C1=O	99	-11	1	99	0	-14	-2.2	-4	1	6
CC(C)OC(=O)NCCOC(=O)Nc1cccc(Cl)c1	91	-9	2	88	-2	-18	-1.6	5	6	·
O=C(CSc1n[nH]c(-c2ccccc2)n1)Nc1ncc(Br)cc1Br	106	-33	3	98	-5	-7	-1.0	2	0	35
O=C(NCC1CCCO1)c1sc(=S)n2c1[nH]c(=O)c1ccc(C(=O)N3CCCCC3)cc12 (stereo not given)	94	-43	1	97	-1	0	-2.8	4	1	-17
Cc1cc(=O)oc2cc(OCc3nnc(-c4ccccc4Br)o3)ccc12	103	-73	13	102	0	-19	-0.7	-11	15	-7
O=C(O)CC1=C(O)C(=O)N(c2ccccc2)C1c1ccc(Br)cc1 (stereo not given)	100	1	5	87	·	-12	-2.7	-7	5	-24
Cc1ccc(N=CC=C2OC(C)(C)C(C)(C)O2)cc1	94	-28	5	89	-1	4	-1.6	1	5	·
Cc1ccc(C(=O)n2c(=S)nc3ccccn32)cc1	107	-32	1	78	1	-17	-1.3	-6	6	?
CCC(=O)c1ccc2ncccc2c1	108	13	-1	107	-5	-9	-0.3	6	3	-8
O=C(Nc1ccc(Cl)cc1)Nc1ccc2c(c1)N1CCN=C1S2	25	-52	-7	27	-1	-27	-3.7	-7	15	-8
COc1cccc(-n2c(CNc3ccc(F)cc3)nnc2SCC(N)=O)c1	89	-50	0	88	-1	-13	-1.7	-14	2	-3
CCc1ccc2nc(SCC(=O)N(CC)CC)c(C#N)cc2c1	88	-5	2	88	0	-7	-1.1	-4	7	-14

3 compounds already listed, sorted by the number in GALR2 blocker, low to high.
canonical_smiles,GALR2 blocker
Cc1ccc(C(=O)n2c(=S)nc3ccccn32)cc1,-6
CCc1ccc2nc(SCC(=O)N(CC)CC)c(C#N)cc2c1,-4
Cc1ccc(N=CC=C2OC(C)(C)C(C)(C)O2)cc1,1

New compounds follow.
SMILES	bCat KO growth	Yeast growth inh	NPY-Y2 antag	PTEN del growth	Phagocytosis inh	Yeast life ext	MRP1 act	GALR2 blocker	Measles CPE	E-sel TNF inh
O=C(O)c1ccccc1S(=O)CCO (stereo not given)	98	-24	0	107	0	-5	-1.1	-1	4	-9
O=C(c1cccs1)N1N=C(c2ccccc2)CC1c1ccc(O)cc1 (stereo not given)	82	-69	0	71	0	1	3.4	-11	13	-6
COc1cc(OC)c(C2C(C#N)=C(N)Oc3cc(C)n(CCCN4CCOCC4)c(=O)c32)cc1OC (stereo not given)	77	-22	3	102	0	-27	-1.4	5	5	-10
O=C(CN1C(=O)CSC1=O)Nc1ccccc1N1CCOCC1	99	-9	-2	96	0	-12	1.7	-3	11	·
CC(C)=C1C2CCC1C(C(=O)NCCc1ccccc1)C2C(=O)O (stereo not given)	83	-27	4	96	-4	17	-1.1	-5	12	-5
CCOC(=O)c1oc2c(c1C)/C(=N/O)CCC2	103	-24	11	91	·	-28	-3.5	4	26	-18
Cc1csc(NC(=O)CSc2nnc3c4ccccc4nc(C(C)(C)C)n23)n1	11	-4	3	13	·	2	-5.7	-4	6	11
O=C1c2ccccc2CN1CCNS(=O)(=O)c1ccc(Cl)cc1	96	-56	14	89	-1	-7	-1.5	-6	5	-6
CC(C)Cn1c(=O)c(C(=O)Nc2ccccc2S(N)(=O)=O)c(O)c2ccccc21	96	-29	7	81	-1	3	-2.2	3	10	-26
CCOC(=O)Nc1ccc(S(=O)(=O)NCc2ccccc2)cc1	87	-10	5	85	·	-2	1.2	5	16	-4
Cc1ccc(C(=O)NC2c3ccccc3-c3ccccc32)cc1	23	-5	19*	25	2	-4	-4.1	13	9	·
CCOc1ccc(C2C(C(=O)Nc3ccc(F)cc3)=C(C)Nc3nc(CCCO)nn32)cc1 (stereo not given)	99	-3	2	94	-1	-6	-1.8	-13	17	1
Cc1c(NS(=O)(=O)c2cccc3nsnc23)c(=O)n(-c2ccccc2)n1C	98	-15	2	98	-10	7	-2.6	-1	7	-27
Cc1ccc2c(c1)CCCN2C(=O)c1ccco1	82	-51	8	83	-2	-9	-0.4	-13	4	28
CCOC(=O)C/C(C)=N/NC(=O)C1CC1(c1ccccc1)c1ccccc1 (stereo not given)	82	-24	-1	87	-7	5	0.1	-10	·	·
CS(=O)(=O)N1CCN(C(=O)c2ccc(-c3ccccc3)cc2)CC1	89	-46	-1	98	1	-9	-0.3	-1	2	-11
Cc1ccc(NC(=S)NCC2CCCO2)cc1 (stereo not given)	98	-10	7	95	1	-9	-1.7	1	13	1
O=C(c1ccc(NC(=S)Nc2ccc(Cl)c(Cl)c2)cc1)N1CCCC1	84	19	-1	69	-9	-2	-1.7	5	9	-7
CCC(c1nnnn1CCc1ccccc1)N1CCN(C(=O)c2ccco2)CC1 (stereo not given)	95	-16	3	99	0	-21	-3.1	-7	13	26
CCOC(=O)/C(N=Nc1sc(C(=O)OCC)c(C)c1C(=O)OCC)=C(\C)O	71	-33	1	76	-6	0	-1.1	2	7	-6
CCc1nc(N[C@@H](CC(C)C)C(=O)O)c2oc3ccccc3c2n1	83	-16	14	83	·	-28	-3.2	-2	28	-18
CC(C)(C)OC(=O)NC(CCNC=C1C(=O)OC(C)(C)OC1=O)C(=O)O (stereo not given)	102	-18	8	107	-4	-8	-2.8	-2	9	-9
Cc1nn(Cc2ccc(Cl)c(Cl)c2)c(C)c1NC(=O)c1cc(-c2ccco2)on1	84	-29	-1	79	·	-1	-3.6	5	12	14
O=C(COc1ccc(Br)cc1)NCc1ccccn1	107	-18	2	103	-2	-15	1.6	5	4	8
CCOC(=O)c1c(C=O)c(C)n(Cc2ccccc2Cl)c1C	97	-43	15	100	·	-11	2.3	-11	14	17
c1csc(-c2csc(-c3cccs3)n2)c1	93	-29	3	100	0	-15	-2.8	-2	6	·
CC(C)OC(=O)Cn1nnc(-c2ccccc2)n1	97	1	5	105	·	-4	0.2	-2	6	20
CC/C(O)=C1\C(=O)CC(c2ccccc2)CC1=NC(C)C (stereo not given)	89	-18	-1	79	·	9	-3.8	5	4	·
COc1ccc(C(=O)/C=C/c2ccc(OC)c(O)c2)c(F)c1	5.6*	-28	1	6	-6	-2	-6.0	8	16	·
CCC(C)NC(=O)Cn1cnc2sc(C)cc2c1=O (stereo not given)	94	-3	6	94	·	-6	-3.2	-5	14	·
CC(OC(=O)c1nc(-c2ccccc2)n(-c2ccccc2)n1)C(=O)Nc1cc(Cl)cc(Cl)c1 (stereo not given)	86	-45	3	90	12	-7	0.4	-11	7	29
CSc1nc(-c2ccco2)nn1S(=O)(=O)c1ccccc1	101	-32	7	112	3	-16	-0.4	-4	8	-6
NS(=O)(=O)c1ccc(CCNc2nc3c(-c4cccc(F)c4)nnn3c3ccccc23)cc1	60	-22	-5	49	-4	2	-1.8	18	4	·
Cc1[nH]n(-c2ccc([N+](=O)[O-])cc2)c(=O)c1C=NCCc1c[nH]c2ccccc12	16	-35	-1	10	·	-2	-2.9	15	31	·
CCONC(=O)Nc1ccccc1[N+](=O)[O-]	98	-24	3	100	-8	-7	-2.9	-23	6	0
CCC(C)c1ccc(S(=O)(=O)N2CCN(C(=O)COc3ccc4c(C)cc(=O)oc4c3)CC2)cc1 (stereo not given)	60	-33	3	77	0	-8	-0.3	-2	7	9
Cc1ccc(C(=O)NCCCn2ccnc2)cc1[N+](=O)[O-]	98	-28	6	99	·	7	-1.9	-7	1	14
CNC(=O)Nc1cc(C(C)(C)C)no1	101	-18	1	109	5	-8	-0.2	1	8	·
CCCCNC(=O)CCNS(=O)(=O)c1ccc(C)cc1	109	-14	0	108	-1	-10	0.5	-3	4	1
O=C1c2ccccc2C(O)(Cc2ccccc2)N1CCCN1CCOCC1 (stereo not given)	88	-56	3	94	·	-10	-0.7	3	5	-14
CCN(Cc1ccccc1)S(=O)(=O)c1cc(C(=O)NC2CCCCCC2)ccc1OC	60	-40	4	63	1	2	1.8	-11	2	·
CCC(C)(C)n1nnnc1C(c1cc2cc(OC)c(OC)cc2[nH]c1=O)N1CCc2ccccc21 (stereo not given)	34	-23	0	33	-1	-6	-2.7	-11	4	·
NC(=O)C1CCCN(S(=O)(=O)c2ccccc2)C1 (stereo not given)	87	-35	3	88	2	-24	-2.3	5	4	9
COc1ccc(NC(=O)c2ccco2)cc1NC(=O)c1ccc(Br)o1	92	-46	0	81	1	-9	-0.1	5	21	-19
